# NR1D1 modulator = modulators of human Rev-erb alpha DNA binding; Rev-erbα–FITC-DNA binding, fluorescence polarization, 90 min; P20393; 370,000 compounds, 0.79% hits; activity, % at 10 µM; AID 1259318;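 active = activity above about 14%, limit read from the data; passing the limit was not always enough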;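 also: 0% = DMSO wells with 35 nM protein and 100% = DMSO wells with 750 nM protein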
# mABHD4 FP = inhibitors of mouse ABHD4. purified mABHD4, FP-Rh probe fluorescence polarization. inhibition, % at 8.92 µM. 370,000 compounds, 0.54% hits;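 active = inhibition exceeding the mean over every tested compound plus 3 SD, cut at about 30% in these data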;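 also: 0% = plate median of compound wells and 100% = S159A mutant with DMSO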
# Target sequence (Q8VD66 whole entry, looked up): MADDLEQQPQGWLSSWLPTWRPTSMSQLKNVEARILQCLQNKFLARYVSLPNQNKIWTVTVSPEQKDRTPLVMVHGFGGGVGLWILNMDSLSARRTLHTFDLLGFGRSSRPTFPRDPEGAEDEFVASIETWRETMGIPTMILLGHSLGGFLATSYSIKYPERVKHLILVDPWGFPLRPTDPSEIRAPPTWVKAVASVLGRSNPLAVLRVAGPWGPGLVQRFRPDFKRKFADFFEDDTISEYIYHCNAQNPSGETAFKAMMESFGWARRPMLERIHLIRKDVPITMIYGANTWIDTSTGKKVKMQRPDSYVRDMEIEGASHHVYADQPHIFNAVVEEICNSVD
#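 System: mouse ABHD4 enzyme, wild type / Medium: HEPES pH 7.0, NaCl, Pluronic buffer / Reagent: FP-Rh activity-based fluorescent probe / Control set: S159A mutant high control, sample median low control / Detection: fluorescence polarization with parallel and perpendicular emission, 525/598 nm / Schedule: 45 min + 60 min at 25 °C / Compound dosing: 8.92 µM, single dose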
# rCAG RNA binder = r(CAG) repeat RNA binding; inhibition, % at 3 µM; TO-PRO-1 dye displacement fluorescence; AID 651821; 370,000 compounds, 1.3% hits;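 active = inhibition above the plate cutoff, the mean of all test compounds on that plate plus 3 SD, cut at about 35% in these data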;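 also: 0% = DMSO alone and 100% = 100 µM mitoxantrone as full dye displacement; higher means more dye released from RNA so lower well fluorescence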
# HTRA1 inh = blocks human HTRA1 serine peptidase | Q92743 | inhibition, % at 5.96 µM | 340,000 compounds, 0.5% hits | recombinant HTRA1, FP-rhodamine activity-based probe, fluorescence polarization; in the data active = inhibition above about 36%;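 also: 0% = enzyme with DMSO and 100% = wells lacking enzyme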
# Target sequence (Q92743 whole entry, looked up): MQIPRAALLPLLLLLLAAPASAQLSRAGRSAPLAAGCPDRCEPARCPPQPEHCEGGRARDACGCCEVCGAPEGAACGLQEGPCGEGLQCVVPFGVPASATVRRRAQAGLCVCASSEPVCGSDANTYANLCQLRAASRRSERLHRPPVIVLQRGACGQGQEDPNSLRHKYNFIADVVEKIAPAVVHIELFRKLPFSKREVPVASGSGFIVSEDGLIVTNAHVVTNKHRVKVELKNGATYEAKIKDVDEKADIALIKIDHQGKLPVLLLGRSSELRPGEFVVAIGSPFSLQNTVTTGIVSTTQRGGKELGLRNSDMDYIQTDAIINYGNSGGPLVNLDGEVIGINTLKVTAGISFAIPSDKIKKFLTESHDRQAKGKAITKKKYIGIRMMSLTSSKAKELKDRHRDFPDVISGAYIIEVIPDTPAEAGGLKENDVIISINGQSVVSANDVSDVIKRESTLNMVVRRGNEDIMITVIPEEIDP
# PRMT1 FP inh = inhibitors of human PRMT1 | AID 652257 | 370,000 compounds, 1.3% hits | Q99873 | recombinant PRMT1, activity-based probe fluorescence polarization | inhibition, % at 2.79 µM;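 active = inhibition above about 21% made by adding two undisclosed values, limit read from the data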
# PG9 Ab binder = PG9 antibody binding by small molecule. TR-FRET gp120-PG9 antibody binding. inhibition, % at 6.7 µM. 360,000 compounds, 0.43% hits. AID 624416; in the data active = inhibition above about 8.5%
# UHRF1 binding = UHRF1 methyl-DNA binding inhibition. inhibition, % at 4.4 µM. UHRF1 binding to methylated oligo, TR-FRET. 370,000 compounds, 0.75% hits. Q96T88; in the data active = inhibition above about 21%;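 also: UHRF1 SRA domain binding a hemimethylated CpG hairpin DNA probe; 0% = median of test compound wells and 100% = reference inhibitor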
# TCR CD3 inh = blocks the human TCR-CD3 interaction. TAMRA-labeled TCR probe fluorescence, biochemical. inhibition, % at 9.4 µM. 360,000 compounds, 0.37% hits. AID 651800; in the data active = inhibition above about 19%;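 also: recombinant mutant TCR 2C K166C tagged with TAMRA read by polarization; 0% = receptor in buffer alone and 100% = receptor with positive control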
# MBD2 DNA inh = MBD2-methylated oligo binding inhibition; AID 686964; inhibition, % at 4.4 µM; TR-FRET, MBD2 binding to methylated oligonucleotide; 370,000 compounds, 0.31% hits; Q9UBB5; in the data active = inhibition above about 13%
# LEDGF integ inh = blocks HIV-1 LEDGF/p75-dependent DNA integration; TR-FRET IN-LEDGF/p75 DNA integration, Eu/Cy5; inhibition, % at 3.7 µM; 370,000 compounds, 0.64% hits; AID 743269;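 active = inhibition above the screen-wide mean plus 3 SD, cut at about 13% in these data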;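 also: signal is the Cy5 over europium emission ratio at 671 and 618 nm; 0% = plate median of compound wells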
# * = called active by the depositor; nt = not tested or not shown; & = joins results of further samples.
SMILES,NR1D1 modulator,mABHD4 FP,rCAG RNA binder,HTRA1 inh,PRMT1 FP inh,PG9 Ab binder,UHRF1 binding,TCR CD3 inh,MBD2 DNA inh,LEDGF integ inh
O=C(CSc1ccc(-c2ccccn2)nn1)c1ccc([N+](=O)[O-])cc1,0,5,6,18,3,-0.4,-2,-7,3,-3
Cc1ccc(C(=O)OCC(=O)NC2CCCC(C)C2C)cc1S(=O)(=O)N1CCCCC1 (stereo unspecified),10,5,1,0,4,-0.8,-1,-8,2,-2
Cc1ccc2cc3cc(C(=O)NCCCN4CCCCCC4)oc3nc2c1,-15,-2,7,-24,-2,1.3,-9,5,-7,0
Cc1ccc(OCc2occc2C(=O)O)cc1,1,-3,7,-4,6,-0.5,2,-5,2,-8
CCN(CC)CCOC(=O)c1ccc(NC(=O)C(C)NC(=O)C23CC4CC(CC(C4)C2)C3)cc1 (stereo unspecified),7,-6,-5,5,-1,-0.1,-1,-1,-4,0
O=C(NCc1cccnc1)NC1CC(=O)N(c2ccc3c(c2)OCCO3)C1 (stereo unspecified),12,4,2,3,5,-1.7,-1,-2,-3,-6
CC(C)N1CCCC(CNC(=O)CCc2nnc(CCCCc3ccccc3)o2)C1 (stereo unspecified),-3,-8,-3,6,4,1.0,1,-10,4,-3
CCCCCC1CC(CC(=O)NC(=S)Nc2ccc([N+](=O)[O-])cc2)C(=O)O1 (stereo unspecified),-1,-4,6,-8,0,1.4,0,3,0,-1
COc1ccc(NC(=O)c2cc(-c3cc(F)ccc3OC)n[nH]2)cc1OC,-3,-5,5,nt,2,1.3,0,3,-4,-3
Cc1ccccc1NC(=O)CNC(=O)c1ccc(C(F)(F)F)cc1,8,6,-2,0,-1,0.5,0,10,-3,1
C=CCNC(=O)Cc1c(OC)ccc2cc(Br)ccc12,5,5,-2,-23,1,8.4,3,-7,2,-6
CC1=C(/C=C/C(C)=C/C=C/C(C)=C\C(=O)O)C(C)(C)CCC1,0&0,1,13,0,3,-1.7,-1,-3,1,1
O=C(c1ccc(F)cc1)N1CCCN(c2nc(-c3ccccc3)ns2)CC1,0,-6,-6,nt,-10,-2.1,-3,-1,-4,4
Nc1nc2c(c(=O)[nH]1)CN(Cc1ccccc1)CC2,0,3,3,-6,-3,-1.2,-2,2,-5,-4
COc1cc(/C=N/Nc2ccc(C(=O)O)cc2)cc(OC)c1OC,0,-1,5,11,-2,-12,-3,4,3,3
Cc1cc2cc(CNC(=O)c3ccco3)ccc2n1C,-6,7,15,5,36*,1.0,0,31*,-7,13
O=[N+]([O-])c1cccc2ccc(/C=C/c3ccc(Cl)cc3)nc12,-4,-12,13,-33,0,-1.8,-3,-5,-1,-3
COc1cc2[nH]c3c(=O)n(N)c(=O)[nH]c3c2cc1OC,-7,-6,1,6,-1,-3.8,4,4,-2,-1
Cc1ccc(OCC(=O)N(C)CC(=O)Nc2ccc(Cl)c(C(F)(F)F)c2)c([N+](=O)[O-])n1,2,2,3,-19,1,-0.6,-1,3,-6,2
Cc1cc(C)n2c(NCc3ccccc3)c(CC(C)C)nc2n1,-1,-3,4,nt,-2,-1.8,1,-5,-5,5
CCCC[C@@H]1Cc2[nH][nH]c(=O)c2[C@@H](c2ccc(Cl)cc2)O1,13,7,12,nt,-1,-1.1,-6,2,-1,-2
N#Cc1cccc(NC(=O)COC(=O)c2ccccc2C(=O)c2ccc(Cl)c([N+](=O)[O-])c2)c1,3,1,7,-11,-2,-1.1,0,3,6,1
COc1ccc(S(=O)(=O)Nc2ccc(NC(C)=O)cc2)cc1,-1,-2,-2,-1,2,-1.3,0,7,-1,-3
CCC(C)n1c(-c2cccs2)nc2nc3ccccc3nc21 (stereo unspecified),1,-3,-2,-3,-4,0.8,1,8,-3,2
COc1cccc(-c2cc(C(=O)N3N=C(C)CC3(O)C(F)F)c3ccccc3n2)c1 (stereo unspecified),-2,-7,3,-7,-1,-0.2,-4,4,-2,-4
CC(C)CCOc1ccc(C(=O)O)cc1,4,-4,0,-5,-2,-0.3,0,-6,0,1
COC(=O)c1ccccc1S(=O)(=O)N1CCn2cccc2C1C (stereo unspecified),3,-3,7,2,4,-0.4,-1,7,2,3
Cc1cc(Nc2ccc(F)cc2)c2ccccc2n1,-5,3,2,-1,-2,0.7,-2,6,1,1
CCCNC(=O)C1(C)CCN(C(=O)c2ccc(F)cc2Cl)C1 (stereo unspecified),-4,3,1,nt,-1,-0.2,-1,-3,0,2
CCN1CCN(C(C(=O)NC2CCCCC2)c2ccc(Cl)cc2)CC1 (stereo unspecified),-1,1,-8,3,-1,-0.8,-1,6,0,0

# Sorted by molar mass (lowest first): some entries from above.
SMILES,NR1D1 modulator,mABHD4 FP,rCAG RNA binder,HTRA1 inh,PRMT1 FP inh,PG9 Ab binder,UHRF1 binding,TCR CD3 inh,MBD2 DNA inh,LEDGF integ inh
CCCC[C@@H]1Cc2[nH][nH]c(=O)c2[C@@H](c2ccc(Cl)cc2)O1,13,7,12,nt,-1,-1.1,-6,2,-1,-2
COc1ccc(S(=O)(=O)Nc2ccc(NC(C)=O)cc2)cc1,-1,-2,-2,-1,2,-1.3,0,7,-1,-3
COC(=O)c1ccccc1S(=O)(=O)N1CCn2cccc2C1C (stereo unspecified),3,-3,7,2,4,-0.4,-1,7,2,3

# Continued:
SMILES,NR1D1 modulator,mABHD4 FP,rCAG RNA binder,HTRA1 inh,PRMT1 FP inh,PG9 Ab binder,UHRF1 binding,TCR CD3 inh,MBD2 DNA inh,LEDGF integ inh
CCOC(=O)C1=CNS(=O)(=O)NC1c1ccc(C#N)cc1 (stereo unspecified),3,4,3,-2,1,0.2,18,9,2,4
O=C(Cn1cnc(S(=O)(=O)N2CCCCC2)c1)Nc1ccc(OC(F)(F)F)cc1,-3,-1,2,3,3,1.0,3,1,-1,-4
O=C(CC(=O)Nc1ccccn1)Nc1ccccn1,-1,5,-5,-1,2,-0.1,2,-7,5,-2
O=C(NC1CCCC1)C1CCN(C(=O)c2ccc(Cl)cc2)CC1,0,3,1,-1,-4,0.1,-1,3,1,1
Cc1ccc(NC(=O)CSc2nc3ncc(Cl)cc3[nH]2)c(C)c1,10,-1,3,1,-2,0.7,1,-3,-1,1
CC1CCCCN1C(=O)CSc1nc(-c2ccccc2)cc(=O)[nH]1 (stereo unspecified),-6,-2,7,-1,-1,-1.0,0,-2,5,1
COC(=O)Nc1ccc2c(c1)OCO2,5,4,5,10,2,-0.7,-1,6,1,1
O=C(Nc1nnc(-c2ccc(Cl)s2)o1)C1CC1,1,-5,-2,3,2,0.1,1,1,5,0
CCc1ccc(CCC(=O)Nc2nnc(CC)s2)o1,-3,-10,-3,-1,3,-5.8,-4,2,-9,5
CC(NC(=O)COC(=O)C12CC3CC(CC(O)(C3)C1)C2)c1ccccc1 (stereo unspecified),2,-6,2,4,-1,0.0,1,-11,-3,-1
CCOC(=O)Cc1cc(-c2ccc(O)cc2)nc2ccc3ccccc3c12,5,-17,26,-14,1,-0.8,6,-16,0,7
O=[N+]([O-])c1ccc(NN=C2CCCCC2)c([N+](=O)[O-])c1,7,3,2,6,-3,0.3,-4,-1,-7,1
O=C(NCc1ccccc1Cl)C1CCCN1C(=O)NCc1ccccc1 (stereo unspecified),0,1,-1,-8,-1,-1.1,1,-2,-2,-5
COC(=O)c1cc2c(c3c4ccccc4n(S(=O)(=O)c4cccc(C)c4)c13)C(=O)N(Cc1ccccc1OC)C2,9,-2,17,nt,4,0.3,4,-5,1,-4
COc1ccc(OC)c(C(c2nnnn2Cc2ccco2)N2CCN(C)CC2)c1 (stereo unspecified),2,-7,-2,7,3,-0.8,-6,-7,0,1
CCOc1ccc(C(C)=O)cc1COc1cccnc1[N+](=O)[O-],-3,1,5,-4,1,0.6,0,-4,-2,1
O=C(c1ccccc1)N1CC[C@H]2[C@H](CCCN2Cc2ccccc2)C1,-2,3,8,nt,2,nt,0,nt,-1,6
CCn1c(CSc2ncccn2)nnc1SCC(=O)N1CCCCC1,-5,-3,1,3,2,-0.1,4,-2,-1,-7
O=C(CNc1ccc(Br)cc1)NC(=O)NC1CCCCC1,2,2,2,-3,0,-0.3,1,-7,0,-10
C[C@@H](NC(=O)c1ncn2c1C(=O)NC[C@@H]2C)c1ccccc1,3,7,3,0,-4,-3.4,0,-2,-5,7
O=C(O)CCC(=O)Nc1ccc2c(c1)oc1ccccc12,-2,2,1,-3,1,0.5,0,10,4,2
COCCNC(=O)C1(C)CCN(C(=O)c2ccc3sccc3c2)C1 (stereo unspecified),1,1,-1,nt,2,0.8,3,-6,2,0
CCc1ccccc1NC(=O)c1ccc2c(O)c(S(=O)(=O)c3ccc(OC)cc3)c(=O)[nH]c2c1,-6,-2,2,3,3,1.4,3,-7,-3,1
Cc1noc(C)c1S(=O)(=O)N1CCCC(C(=O)N2CCc3ccccc3C2)C1 (stereo unspecified),0,2,-1,-2,-5,-0.3,-1,0,-3,0
COc1ccc(OCC(=O)NC(=S)Nc2ccc(S(=O)(=O)Nc3cc(C)on3)cc2)cc1,0,0,1,2,0,0.6,-4,-3,0,-1
Cc1cc(C(=O)CN2C(=O)NC3(CCCCC3)C2=O)c(C)n1C,-8,1,3,-2,-1,1.6,-1,-2,-6,2
COc1ccc(/C=C2/SC(=O)N(CCNC(=O)CC(NC(C)=O)c3ccccc3)C2=O)cc1 (stereo unspecified),-6,2,2,-5,0,0.4,-4,7,4,1
CCOC(=O)/C=C1/SCC(=O)N1CC(=O)Nc1ccc2c(c1)CCC2,-5,-10,5,-9,-3,0.0,4,-3,2,3
C=CCC1(CC=C)CCCN1C(=O)CC1C(=O)NCCN1Cc1cccc(OC)c1OC (stereo unspecified),2,-1,-9,6,7,-0.9,4,-5,-1,-1
CCOC(=O)N1CCN(C(=O)COc2ccccc2Cl)CC1,7,-8,-1,-3,-2,-3.0,6,-5,-3,4
O=C(Nc1ccccc1C(=O)O)c1cncc(Br)c1,-2,3,7,4,1,-0.4,0,3,-1,2
C/C(=N\NC(=O)c1nnn(-c2nonc2N)c1-c1ccccc1)c1cccnc1,-1,2,-4,-13,2,-2.0,1,-1,2,0
Brc1ccccc1-n1nnc(-c2ccnc3ccccc23)n1,1,-15,13,-20,1,-0.1,2,-7,-3,4
CSCC[C@H](NC(=O)OC(C)(C)C)C(=O)N1CCC(C(=O)N[C@H](C(=O)O)C(C)C)CC1,-3,-3,3,-6,-3,-1.0,7,-12,3,2
N#Cc1ccc(C(=O)N2CCC3CC2c2cc(-c4ccc(F)cc4)ccc23)cc1 (stereo unspecified),-3,-9,4,-25,3,-1.9,0,-4,1,-5
Oc1ccc(Nc2nc(Cl)nc(NCc3ccco3)n2)cc1,-8,-4,8,1,-2,-1.5,-1,6,2,-2
COC(=O)c1cn(-c2ccccc2)nc1-c1cccnc1,2,1,-6,-3,2,-0.4,-2,-6,4,-3
O=S(=O)(c1ccccc1)c1cnc(-c2ccccc2)nc1N1CCCC1,4,3,-4,-7,-2,-1.5,2,6,2,0
COc1ccc(S(=O)(=O)N2CCOCC2)cc1NC(=O)COC(=O)C1COc2ccccc2O1 (stereo unspecified),0,-1,5,-4,3,0.8,2,1,0,-2
O=C(Nc1ccccc1NS(=O)(=O)c1ccc(F)cc1)C1CCC1,-5,5,2,6,-2,0.8,1,-2,1,-1
COC(=O)Cc1ccc(NC(=S)NCCO)cc1,-3,3,-1,5,-1,-0.3,-1,8,-5,-5

# Bioassay records: PubChem, several laboratories

# Some of the compounds tested; the hit share may differ from the screen's.
